ARFGAP1 inh: inhibits rat ARF GTPase activating protein 1; Q62848; Arfgap1-stimulated ARF1 GTP hydrolysis, GDP FP detection; inhibition, % at 16.5 µM; actives 0.26% (n = 360,000); AID 651572;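 active = inhibition above a per-plate limit, mean inhibition of low control wells plus 3 SD, cut at about 25% in these data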;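 also: 0% = DMSO wells with enzyme and 100% = wells lacking Arfgap1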
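Replicates: Single well per compound | Assay system: Truncated rat Arfgap1 GAP domain | Control set: No-Arfgap1 wells (100%) versus DMSO full-reaction wells (0%) | Times: Enzyme reaction 120 min at 25 °C after 20 min preincubation | Reagent: Human ARF1(Δ1-17)-GTP substrate | Measured by: Tracer-displacement fluorescence polarization with EDTA stop, 620/688 nm | Measure: Percent inhibition of Arfgap1-stimulated GTP hydrolysis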
DDE Tn6 FP inh: DD(E)-Tn6 binding inhibition, primary FP screen. Fibrin DD(E) TRITC-Tn6 fluorescence polarization displacement. inhibition, % at 8.3 µM. actives 0.21% (n = 370,000);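 active = inhibition above a per-campaign cutoff: mean of compounds within control limits plus 3 SD, cut at about 15% in these data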;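 also: 0% = median of all compound wells on the plate and 100% = blocking peptide control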
sPLA2-III inh: Inhibits HGIII-sPLA2 liposome hydrolysis, primary screen. Q9NZ20. QFRET BODIPY PC-A2 liposome hydrolysis, fluorescence. inhibition, % at 12.2 µM. actives 0.56% (n = 370,000);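 active = inhibition above mean plus 3 SD of compounds lying within the high and low control bounds, cut at about 19% in these data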;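 also: 0% = median of test compound wells and 100% = no enzyme DMSO wells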
DDE Tn7 FP inh: DD(E)-Tn7 binding inhibition, primary FP screen; FP displacement of FITC-Tn7 peptide from fibrin DD(E); 0% = median of compound wells per plate; inhibition, % at 8.3 µM; actives 0.13% (n = 370,000); AID 720508;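 active = inhibition above the mean of compounds falling within the control limits plus 3 SD of them, cut at about 14% in these data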;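 also: 0% = plate median of compound wells and 100% = 10 µM Aha-Tn7 peptide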
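System: human fibrin DD(E); quantity: Fibrin-DD(E) at 2 µM final; also added: fluorescent Tn7 probe at 0.1 µM; compound dosing: single nominal test concentration of 8.3 µM per compound; schedule: 10 min preincubation, 3 h with tracer, room temperature; detection: fluorescence polarization of the labelled Tn7 tracer; repeats: one replicate per compound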
PLCb3 inh: PLC-beta3 (human) inhibition, primary screen; actives 0.18% (n = 370,000); inhibition, % at 12.2 µM; Q01970; Purified PLC-beta3, fluorogenic substrate, fluorescence; in the data active = inhibition above about 11%;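 also: 0% = median of compound wells on plate and 100% = full blocker control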
NR1D1 modulator: modulates human Rev-erb alpha binding to DNA. P20393. Rev-erbα–FITC-DNA binding, fluorescence polarization, 90 min. activity, % at 10 µM. actives 0.79% (n = 370,000). AID 1259318;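 active = activity above about 14%, limit read from the data; passing the limit was not always enough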;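 also: 0% = DMSO wells with 35 nM protein and 100% = DMSO wells with 750 nM protein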
ASAP1 inh: ASAP1 ArfGAP inhibition | Q9ULH1 | ASAP1-stimulated ARF1 GTP hydrolysis, GDP FP detection | inhibition, % at 16.5 µM | actives 0.19% (n = 360,000); in the data active = inhibition above about 25%;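 also: 0% = vehicle with enzyme and substrate and 100% = no enzyme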
UHRF1 MBD2 ctr: UHRF1 methyl-DNA binding inhibition; Q96T88; UHRF1 binding to methylated oligo, TR-FRET; inhibition, % at 4.4 µM; actives 0.75% (n = 370,000); in the data active = inhibition above about 21%;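 also: UHRF1 SRA domain binding a hemimethylated CpG hairpin DNA probe; 0% = median of test compound wells and 100% = reference inhibitor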
Target sequence (Q96T88 whole entry, looked up, the tested form may be a part): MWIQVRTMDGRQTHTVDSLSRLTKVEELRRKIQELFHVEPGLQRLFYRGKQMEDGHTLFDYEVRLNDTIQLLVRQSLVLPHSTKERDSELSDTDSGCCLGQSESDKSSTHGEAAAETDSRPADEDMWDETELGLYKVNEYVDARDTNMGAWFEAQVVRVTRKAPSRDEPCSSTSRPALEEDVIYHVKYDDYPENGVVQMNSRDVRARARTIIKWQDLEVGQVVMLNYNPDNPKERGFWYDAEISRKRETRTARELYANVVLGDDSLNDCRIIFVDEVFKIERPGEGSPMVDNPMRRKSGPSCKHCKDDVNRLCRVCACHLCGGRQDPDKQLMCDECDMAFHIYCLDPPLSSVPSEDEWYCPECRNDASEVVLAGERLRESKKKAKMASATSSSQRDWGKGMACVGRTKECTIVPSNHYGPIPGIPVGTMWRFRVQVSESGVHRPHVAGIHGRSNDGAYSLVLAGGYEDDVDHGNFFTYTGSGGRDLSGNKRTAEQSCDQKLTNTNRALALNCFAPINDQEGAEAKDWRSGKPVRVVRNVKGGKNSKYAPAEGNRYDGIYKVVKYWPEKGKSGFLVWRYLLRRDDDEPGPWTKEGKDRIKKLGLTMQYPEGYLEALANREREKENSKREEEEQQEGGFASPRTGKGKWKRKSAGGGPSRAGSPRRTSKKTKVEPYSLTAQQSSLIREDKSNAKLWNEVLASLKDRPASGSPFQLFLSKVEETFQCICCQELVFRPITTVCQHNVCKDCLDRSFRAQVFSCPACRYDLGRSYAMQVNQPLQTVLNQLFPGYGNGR
PLC-gamma1 inh: inhibitors of human phospholipase C gamma1. AID 720700. purified PLC-gamma1, fluorogenic substrate, fluorescence. actives 0.84% (n = 370,000). inhibition, % at 12.2 µM. P19174; in the data active = inhibition above about 9.5%
KLK7 zymogen act: activates the human kallikrein-7 zymogen; P49862; actives 0.9% (n = 370,000); purified proKLK7, EDANS-DABCYL substrate fluorescence; 100% is mature enzyme control, 0% vehicle; activation, % at 7 µM;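 active = activation above the mean of all tested compounds plus 3 SD, computed per campaign excluding outliers beyond control limits, cut at about 13% in these data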
Target sequence (P49862 whole entry, looked up): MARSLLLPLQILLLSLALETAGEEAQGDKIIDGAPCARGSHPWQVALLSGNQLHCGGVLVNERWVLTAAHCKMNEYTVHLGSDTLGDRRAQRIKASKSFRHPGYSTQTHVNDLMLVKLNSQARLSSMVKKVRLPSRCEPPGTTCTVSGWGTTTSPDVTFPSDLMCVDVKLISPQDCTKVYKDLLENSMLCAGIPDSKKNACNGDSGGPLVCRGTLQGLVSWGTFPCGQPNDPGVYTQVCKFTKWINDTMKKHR
Active calls of the source: *.

`c1ccc(C2CNCCc3ccccc32)cc1` (stereo unspecified) gave ARFGAP1 inh -6, DDE Tn6 FP inh 5, sPLA2-III inh 3, DDE Tn7 FP inh -4, PLCb3 inh -1, NR1D1 modulator 3, ASAP1 inh -4, UHRF1 MBD2 ctr 1, PLC-gamma1 inh -2 and KLK7 zymogen act -0.7.
Screening O=C1CC(NNC(=O)c2cccc(F)c2)C(=O)N1 (stereo unspecified) returned ARFGAP1 inh 7, DDE Tn6 FP inh -6, sPLA2-III inh 2, DDE Tn7 FP inh 0, PLCb3 inh -5, NR1D1 modulator 2, ASAP1 inh -12, UHRF1 MBD2 ctr 3, PLC-gamma1 inh 2 and KLK7 zymogen act -0.1.
COc1ccc(N2CCN(C(=S)Nc3cccc(OC)c3)CC2)cc1 was read as ARFGAP1 inh -2, DDE Tn6 FP inh 4, sPLA2-III inh 5, DDE Tn7 FP inh 6, PLCb3 inh -3, NR1D1 modulator 0, ASAP1 inh 1, UHRF1 MBD2 ctr 1, PLC-gamma1 inh -1 and KLK7 zymogen act 0.3.
CCCCOc1cccc(C2/C(=C(\O)c3ccc4c(c3)OCCO4)C(=O)C(=O)N2CCN2CCOCC2)c1 (stereo unspecified) was read as ARFGAP1 inh -1, DDE Tn6 FP inh 9, sPLA2-III inh -8, DDE Tn7 FP inh 6, PLCb3 inh -12, NR1D1 modulator 0, ASAP1 inh -3, UHRF1 MBD2 ctr -3, PLC-gamma1 inh -6 and KLK7 zymogen act -0.1.
Screening COc1cccc(/C=N/Nc2nc(Nc3ccccc3)nc(-n3nc(C)cc3C)n2)c1O returned ARFGAP1 inh 17, DDE Tn6 FP inh -32, sPLA2-III inh 16, DDE Tn7 FP inh 8, PLCb3 inh -6, NR1D1 modulator 6, ASAP1 inh 2, UHRF1 MBD2 ctr -1, PLC-gamma1 inh -6 and KLK7 zymogen act -4.8.
For CCN(CC)C(=O)CC[C@H]1CC[C@]2(CCCN(Cc3cccc4ccccc34)C2)O1 the results were DDE Tn6 FP inh -1, sPLA2-III inh -2, DDE Tn7 FP inh -3, PLCb3 inh 3, NR1D1 modulator 2, UHRF1 MBD2 ctr -1, PLC-gamma1 inh 1 and KLK7 zymogen act 0.2.
Screening COC(=O)c1sccc1NC(=S)OC returned ARFGAP1 inh 12, DDE Tn6 FP inh -2, sPLA2-III inh 13, DDE Tn7 FP inh -4, PLCb3 inh -11, NR1D1 modulator 2, ASAP1 inh 2, UHRF1 MBD2 ctr 7, PLC-gamma1 inh 5 and KLK7 zymogen act -0.1.
CCOC(=O)c1sc(=NC(=O)C2CC2)n(C)c1C was read as ARFGAP1 inh 7, DDE Tn6 FP inh 4, sPLA2-III inh 5, DDE Tn7 FP inh -2, PLCb3 inh -7, NR1D1 modulator -5, ASAP1 inh 5, UHRF1 MBD2 ctr 0, PLC-gamma1 inh 0 and KLK7 zymogen act 0.1.
`CN(C)CCCOC(=O)c1ccc(Cl)cc1Cl` gave ARFGAP1 inh 14, DDE Tn6 FP inh 10, sPLA2-III inh 2, DDE Tn7 FP inh 0, PLCb3 inh 3, NR1D1 modulator 1, ASAP1 inh 0, UHRF1 MBD2 ctr 2, PLC-gamma1 inh 1 and KLK7 zymogen act -0.1.
`CCC(Sc1nc2cc(OC)c(OC)cc2c(=O)n1Cc1ccc(OC)cc1)C(=O)NCCOC` (stereo unspecified) gave ARFGAP1 inh 6, DDE Tn6 FP inh -6, sPLA2-III inh -5, DDE Tn7 FP inh 0, PLCb3 inh -4, NR1D1 modulator -3, ASAP1 inh 1, UHRF1 MBD2 ctr 23*, PLC-gamma1 inh 2 and KLK7 zymogen act -0.2.
Screening CC(=O)Nc1nc(N)n(-c2ccccc2)n1 returned ARFGAP1 inh 4, DDE Tn6 FP inh 0, sPLA2-III inh -2, DDE Tn7 FP inh -8, PLCb3 inh 3, NR1D1 modulator 3, ASAP1 inh 7, UHRF1 MBD2 ctr 0, PLC-gamma1 inh 5 and KLK7 zymogen act 0.3.
Screening COc1ccc(S(=O)(=O)N(C)CC(=O)N2CCOCC2)cc1 returned ARFGAP1 inh -1, DDE Tn6 FP inh -2, sPLA2-III inh 6, DDE Tn7 FP inh 6, PLCb3 inh 0, NR1D1 modulator 8, ASAP1 inh -3, UHRF1 MBD2 ctr 4, PLC-gamma1 inh 0 and KLK7 zymogen act 0.2.
Screening COc1ccc(-c2csc(NCCn3c(C)nc4cc(C(F)(F)F)ccc43)n2)cc1 returned ARFGAP1 inh -2, DDE Tn6 FP inh 4, sPLA2-III inh 3, DDE Tn7 FP inh 3, PLCb3 inh -9, NR1D1 modulator 5, ASAP1 inh 12, UHRF1 MBD2 ctr 0, PLC-gamma1 inh 0 and KLK7 zymogen act 0.4.
For Cc1c(C(=O)NNS(=O)(=O)c2ccccc2)sc(=S)n1C the results were ARFGAP1 inh -1, DDE Tn6 FP inh -2, sPLA2-III inh 10, DDE Tn7 FP inh -5, PLCb3 inh 3, NR1D1 modulator 2, ASAP1 inh 2, UHRF1 MBD2 ctr 1, PLC-gamma1 inh 3 and KLK7 zymogen act -0.1.
`CCCNS(=O)(=O)c1cc(Cl)ccc1OC` gave ARFGAP1 inh -3, DDE Tn6 FP inh 3, sPLA2-III inh 9, DDE Tn7 FP inh 7, PLCb3 inh -1, NR1D1 modulator 1, ASAP1 inh -2, UHRF1 MBD2 ctr 6, PLC-gamma1 inh -1 and KLK7 zymogen act -0.2.
Screening O=C(O)C(CC1CCCCC1)N1CCS(=O)(=O)CC1 (stereo unspecified) returned ARFGAP1 inh 11, DDE Tn6 FP inh -3, sPLA2-III inh 5, DDE Tn7 FP inh 4, PLCb3 inh -2, NR1D1 modulator -1, ASAP1 inh -7, UHRF1 MBD2 ctr 2, PLC-gamma1 inh 1 and KLK7 zymogen act 0.6.
COc1ccc(NC(=O)c2sc(SCc3ccccc3)nc2N)cc1 was read as ARFGAP1 inh 3, DDE Tn6 FP inh 5, sPLA2-III inh -3, DDE Tn7 FP inh 10, PLCb3 inh 3, NR1D1 modulator -3, ASAP1 inh 13, UHRF1 MBD2 ctr -2, PLC-gamma1 inh -1 and KLK7 zymogen act -0.3.
CCCCn1nnnc1SCC(=O)NNC(=O)c1ccco1 was read as ARFGAP1 inh -13, DDE Tn6 FP inh 2, sPLA2-III inh -1, DDE Tn7 FP inh 4, PLCb3 inh 4, NR1D1 modulator -4, ASAP1 inh -15, UHRF1 MBD2 ctr 0, PLC-gamma1 inh 0 and KLK7 zymogen act -0.1.
Screening O=C(COC(=O)C1CC(=O)N(Cc2ccccc2)C1)Nc1ccc([N+](=O)[O-])cc1Br (stereo unspecified) returned ARFGAP1 inh 0, DDE Tn6 FP inh -7, sPLA2-III inh 3, DDE Tn7 FP inh -2, PLCb3 inh 2, NR1D1 modulator 0, ASAP1 inh 6, UHRF1 MBD2 ctr 1, PLC-gamma1 inh 0 and KLK7 zymogen act 0.4.
Screening Cc1ccc(C(C(=O)NC2CCCC2)N2CCc3ccccc32)cc1 (stereo unspecified) returned ARFGAP1 inh 8, DDE Tn6 FP inh -9, sPLA2-III inh -8, DDE Tn7 FP inh -1, PLCb3 inh -1, NR1D1 modulator 0, ASAP1 inh 4, UHRF1 MBD2 ctr -1, PLC-gamma1 inh 0 and KLK7 zymogen act 0.2.
O=C(NCCSCc1ccccc1)c1ccc(Cl)c(S(=O)(=O)N2CCOCC2)c1 was read as ARFGAP1 inh 10, DDE Tn6 FP inh 2, sPLA2-III inh -4, DDE Tn7 FP inh -2, PLCb3 inh 5, NR1D1 modulator -2, ASAP1 inh 9, UHRF1 MBD2 ctr 1, PLC-gamma1 inh 9 and KLK7 zymogen act -0.2.
`CCOC(=O)CSc1nc(N)c(C#N)cc1C#N` gave ARFGAP1 inh 12, DDE Tn6 FP inh 8, sPLA2-III inh 7, DDE Tn7 FP inh 6, PLCb3 inh -17, NR1D1 modulator -2, ASAP1 inh 6, UHRF1 MBD2 ctr 1, PLC-gamma1 inh -14 and KLK7 zymogen act -1.8.
O=C(O)c1ccc(CN2C(=O)c3ccc(C(=O)O)cc3C2=O)cc1 was read as ARFGAP1 inh 5, DDE Tn6 FP inh 1, sPLA2-III inh 0, DDE Tn7 FP inh 7, PLCb3 inh -6, NR1D1 modulator -1, ASAP1 inh 6, UHRF1 MBD2 ctr 2, PLC-gamma1 inh 2 and KLK7 zymogen act -0.2.
Screening CCCCCCCCN1C(=O)[C@@H](CC(=O)NCCCN2CCCC2=O)C[C@@]2(C(=O)OC)C1=C[C@H](C(C)C)O[C@@H]2C1CC1 returned DDE Tn6 FP inh 1, sPLA2-III inh -16, DDE Tn7 FP inh -5, PLCb3 inh 2, NR1D1 modulator -4, UHRF1 MBD2 ctr -1, PLC-gamma1 inh 0 and KLK7 zymogen act -0.2.
`CN1C(=O)C(=O)/C(=C(/O)c2ccccc2)C1c1ccc(Br)cc1` (stereo unspecified) gave ARFGAP1 inh -5, DDE Tn6 FP inh 3, sPLA2-III inh -4, DDE Tn7 FP inh 1, PLCb3 inh 1, NR1D1 modulator 0, ASAP1 inh -2, UHRF1 MBD2 ctr -2, PLC-gamma1 inh -2 and KLK7 zymogen act 0.8.
Cc1ccc(C2=Nc3ccc(Br)cc3C(c3ccncc3)=NN2)cc1 was read as ARFGAP1 inh 0, DDE Tn6 FP inh -6, sPLA2-III inh 9, DDE Tn7 FP inh 2, PLCb3 inh -2, NR1D1 modulator 2, ASAP1 inh 19, UHRF1 MBD2 ctr 2, PLC-gamma1 inh 4 and KLK7 zymogen act 0.1.
`Cn1c(=O)c(C(=O)COC(=O)c2cc(C3CC3)nc3ccccc23)c(N)n(Cc2ccccc2)c1=O` gave ARFGAP1 inh 8, DDE Tn6 FP inh -5, sPLA2-III inh -22, DDE Tn7 FP inh 2, PLCb3 inh -21, NR1D1 modulator 0, ASAP1 inh 17, UHRF1 MBD2 ctr -1, PLC-gamma1 inh -9 and KLK7 zymogen act -7.6.

3 structures already listed, arranged by number of heavy atoms, high to low.
COc1ccc(NC(=O)c2sc(SCc3ccccc3)nc2N)cc1 was read as ARFGAP1 inh 3, DDE Tn6 FP inh 5, sPLA2-III inh -3, DDE Tn7 FP inh 10, PLCb3 inh 3, NR1D1 modulator -3, ASAP1 inh 13, UHRF1 MBD2 ctr -2, PLC-gamma1 inh -1 and KLK7 zymogen act -0.3.
`CN(C)CCCOC(=O)c1ccc(Cl)cc1Cl` gave ARFGAP1 inh 14, DDE Tn6 FP inh 10, sPLA2-III inh 2, DDE Tn7 FP inh 0, PLCb3 inh 3, NR1D1 modulator 1, ASAP1 inh 0, UHRF1 MBD2 ctr 2, PLC-gamma1 inh 1 and KLK7 zymogen act -0.1.
`CCCNS(=O)(=O)c1cc(Cl)ccc1OC` gave ARFGAP1 inh -3, DDE Tn6 FP inh 3, sPLA2-III inh 9, DDE Tn7 FP inh 7, PLCb3 inh -1, NR1D1 modulator 1, ASAP1 inh -2, UHRF1 MBD2 ctr 6, PLC-gamma1 inh -1 and KLK7 zymogen act -0.2.
